Growth percent in the NCI-60 one-dose screen (48 h, 10 µM unless noted): 100 = growth as untreated, 0 = no growth, -100 = all killed.
SF-539 – SF-539 CNS cancer | 81,000 compounds, 6.8% hits | AID 1794752
U251 – U251 CNS tumor cells | 80,000 compounds, 5.4% hits | AID 1794753
SF-295 – SF-295 CNS cancer cells; 79,000 compounds, 5.6% hits; AID 1794758
SNB-75 – SNB-75 CNS cancer. 79,000 compounds, 5% hits
SNB-19 – SNB-19 CNS cancer cells. 81,000 compounds, 2.5% hits. AID 1794751
HCC-2998 – HCC-2998 colon cancer | AID 1794799 | 79,000 compounds, 4.7% hits
PC-3 – PC-3 prostate cancer cells. 80,000 compounds, 3.9% hits. AID 1794754
SF-268 – SF-268 CNS cancer cells; AID 1794759; 82,000 compounds, 3.1% hits
Starred values were filed as active, the others as inactive; . = no result given; & = joins results of further samples. How the source made its calls: active means growth percent below 10; inactive means the rest.

No.	SMILES	SF-539	U251	SF-295	SNB-75
1	Cc1cc(=O)oc2cc(OCCOc3ccc(/C=C/C(=O)Nc4ccc(Cl)cc4)cc3)ccc12	96.8	102.5	104.0	106.1
2	COc1cc(-c2nc(SCCC(C)C)nc(Nc3ccccc3C)c2C#N)cc(OC)c1OC	101.5	100.6	100.1	99.3
3	CC(=O)c1c(C)nc(SCC(=O)Nc2ccc(Cl)cc2)n1-c1ccc(Cl)cc1	95.8	89.8	91.3	73.1
4	C=C1C(=O)O[C@H]2[C@H]1CC/C(COC(=O)/C=C/c1c[nH]c3ccccc13)=C\CC[C@@]1(C)O[C@@H]21	-95.5*	-98.1*	21.8	-53.7*
5	Cc1cc(=O)[nH]c2ccccc12	98.5	98.9	97.4	76.1
6	Oc1ccc(-c2nc3ccc4[nH]ncc4c3c3c2CCCC3)c(F)c1	15.6	38.3	43.6	17.0
7	ON=C1CCCCC1	100.6	106.7	91.8	85.3
8	Nc1n[nH]c2cccc(C#Cc3cccc(C(=O)Nc4ccc(CN5CCOCC5)c(C(F)(F)F)c4)c3)c12	-54.5*	40.3	2.3*	52.9
9	CC(=O)Nc1ccc2c(c1Br)Cc1ccccc1-2	82.7	85.3	119.5	85.4
10	COC(=O)C1=CC(c2cc3ccccc3o2)=C(C#N)C(=O)NN1	97.1	96.7	100.9	93.1
11	Cc1ccc(NC(=S)N/C=C(\c2ccccc2)S(=O)Cc2ccccc2)c(C)c1 (stereo not drawn)	103.5	87.9	98.9	87.2
12	Nc1nc2nnc(-c3ccccc3)c(-c3ccccc3)n2n1	80.9	110.6	71.0	91.4
13	CS(=O)(=O)c1ccc(C(=O)N/N=C/c2cccnc2)cc1	103.5	97.3	101.5	99.2
14	CCCCN(CCCC)CCCCCCCCCO	102.3	111.9	108.1	88.1
15	O=C(c1sc(-c2cccc(C(F)(F)F)c2)cc1O)N1CCOCC1	97.0	92.3	94.2	95.9

No.	SNB-19	HCC-2998	PC-3	SF-268
1	100.8	107.1	103.4	101.4
2	102.0	108.4	99.7	104.5
3	93.7	102.2	71.8	92.5
4	-68.8*	-88.1*	-73.4*	-72.8*
5	99.5	100.8	93.8	95.5
6	60.5	41.4	33.8	36.5
7	103.8	106.2	96.2	103.2
8	75.2	26.9	29.5	55.0
9	94.6	93.4	89.1	81.1
10	104.8	.	96.4	101.7
11	100.3	105.3	86.0	100.7
12	80.0	93.1	86.5	102.9
13	100.9	97.2	82.1	94.5
14	104.3	118.0	98.3	111.0
15	93.7	90.2	94.1	97.8

Entries of single compounds, quoted from the list.
CC(=O)Nc1ccc2c(c1Br)Cc1ccccc1-2 in the list: SF-539: 82.7; U251: 85.3; SF-295: 119.5; SNB-75: 85.4; SNB-19: 94.6; HCC-2998: 93.4; PC-3: 89.1; SF-268: 81.1
Cc1cc(=O)oc2cc(OCCOc3ccc(/C=C/C(=O)Nc4ccc(Cl)cc4)cc3)ccc12 in the list: SF-539: 96.8; U251: 102.5; SF-295: 104.0; SNB-75: 106.1; SNB-19: 100.8; HCC-2998: 107.1; PC-3: 103.4; SF-268: 101.4

Carrying on:
No.	SMILES	SF-539	U251	SF-295	SNB-75
16	N=C(N)c1ccc(-c2nc3ccc4[nH]ncc4c3c3c2CCCC3)cc1	82.9	79.8	102.8	109.5
17	C=C(C)[C@@H]1CC[C@]2(C(=O)OC)CC[C@]3(C)[C@H](CC[C@@H]4[C@@]5(C)C/C(=C/NC(N)=O)C(=O)C(C)(C)[C@@H]5CC[C@]43C)[C@@H]12	91.0	90.7	100.5	101.8
18	NC(=O)Nc1ccc2ncnc(Nc3ccc(Cl)cc3)c2c1	95.7	95.7	90.7	95.0
19	CC(=O)N(C)c1cccc2cccc(S(=O)(=O)O)c12	102.4	98.2	105.2	102.5
20	Cn1c(SCC(=O)c2ccccc2)nc2ccccc2c1=O	93.9	98.2	94.4	87.1
21	Cc1ccc2nc3c(n2c1)C(=O)C(=O)c1ccccc1-3	-90.1*	-86.0*	-71.1*	-70.2*
22	CCCCCCCCn1ccc2cc(NC(=O)Cn3cc(CN4CCCCC4)nn3)ccc21	-42.3*	-53.6*	-66.5*	73.4
23	COc1ccc(-c2nc3sccn3c2-c2ccnc(NCCCNS(=O)(=O)c3ccc(F)cc3)n2)cc1	28.4	26.1	12.9	40.4
24	O=C(/C=C/c1cccc(OCc2ccccc2)c1)c1nc2ccccc2[nH]1	-56.5*	-65.8*	69.9	66.8
25	NC(=O)c1[nH]cnc1/N=N/N(CCO)CCO	104.1	97.3	94.2	58.3
26	Oc1cccc(C2Nc3ccccc3-n3cccc32)c1O (stereo not drawn)	.	90.0	104.4	120.0
27	CCSc1nc2c([nH]1)c(=O)n(C)c(=O)n2C	101.1	113.6	102.5	88.9
28	COc1cnc2c(c1)C(=O)c1c-2n(CCCNCCN2CCOCC2)c(=O)c2cc([N+](=O)[O-])ccc12	-1.8*	-56.5*	1.5*	-5.0*
29	CC[n+]1c(/C=C/C=C2\N(C)c3ccccc3C2(C)C)sc2ccccc21	19.9	10.8	-6.7*	28.8
30	O=C1OC(C(O)C(O)CO)C(O)C1O (stereo not drawn)	98.2&93.4	101.8&98.0	99.3	90.6&95.5

No.	SNB-19	HCC-2998	PC-3	SF-268
16	94.2	114.2	82.7	78.2
17	105.0	98.6	57.3	103.9
18	78.6	97.9	79.0	79.7
19	101.9	105.7	100.1	97.3
20	96.2	109.0	95.5	96.5
21	-77.7*	-54.0*	-24.5*	-78.2*
22	-49.2*	-70.4*	54.6	21.3
23	42.6	52.0	21.1	17.2
24	53.6	-5.6*	25.9	62.3
25	98.0	85.6	96.2	107.2
26	94.8	98.0	64.0	82.8
27	110.8	101.9	105.7	99.4
28	15.2	-73.3*	15.7	12.3
29	31.9	32.2	17.4	25.6
30	109.6&101.3	109.2&106.2	79.5&101.0	107.8&119.9

Look-ups from the entries so far.
For SNB-75, entry 24 reads 66.8
For SNB-75, entry 19 reads 102.5
For SF-539, entry 17 reads 91.0
For U251, entry 22 reads -53.6*

(further entries)
No.	SMILES	SF-539	U251	SF-295	SNB-75
31	CCn1cc(/C=C2\SC(=S)NC2=O)c2c(C(=O)OC)cccc21	96.0	101.0	88.9	105.0
32	COc1cc(/C=C/C(=O)c2nnn(-c3ccc([N+](=O)[O-])cc3)c2C)ccc1O	91.9	99.5	103.9	94.7
33	CN1CC(c2ccc([N+](=O)[O-])cc2)C(C(=O)c2ccc(O)cc2)C12C(=O)c1ccccc1C2=O (stereo not drawn)	102.8	97.8	103.9	88.7
34	O=C(NNc1nc2ccccc2nc1/C=C/c1ccc(F)cc1)Nc1cccc(Cl)c1	68.0	69.9	137.6	103.6
35	Nc1ncnc2c1ncn2-c1ccc(C(F)(F)F)cc1	92.2	94.8	177.2	102.3
36	Oc1ccc(C=NCCN=Cc2ccc(O)cc2)cc1	95.6	94.7	109.1	105.5
37	Oc1ccccc1-c1nnc(SCc2ccc(O)c3ncccc23)n1-c1ccccc1	8.0*	11.5	1.2*	.
38	O=C(Nc1cccc2cccnc12)c1cc(C(=O)c2ccc(Br)cc2)n2c1ccc1c3ncccc3ccc12	91.9	91.9	100.4	77.5
39	O=CNc1ccc(C(=O)O)cc1	104.9	101.1	116.7	88.8
40	CC1(C)CC[C@]2(C(=O)O)CC[C@]3(C)C(=CCC4[C@@]5(C)C[C@@H](O)[C@@H]6OC(c7cccc(F)c7)OC[C@@]6(C)C5CC[C@]43C)C2C1 (stereo partly drawn)	70.2	11.6	42.7	81.6
41	C=C(C)[C@@H]1CC[C@]2(C(=O)OC)CC[C@]3(C)[C@H](CC[C@@H]4[C@@]5(C)CC[C@H](NOCCCNCCC#N)C(C)(C)[C@@H]5CC[C@]43C)[C@@H]12	93.6	81.7	100.2	79.6
42	COc1ccccc1Cn1cc(C#N)c(N)c1C(C)=O	104.6	102.5	97.0	118.5
43	CCOC(=O)/C(C#N)=C(\NC(=O)c1ccccc1)SC	97.2	98.6	97.1	69.7
44	CC(C)C(C#N)C(N)=O (stereo not drawn)	97.3	97.8	.	101.5
45	N#Cc1c(-c2ccccc2)nc2n[nH]c(N)c2c1N	98.2	98.1	96.7	94.7

No.	SNB-19	HCC-2998	PC-3	SF-268
31	104.0	98.6	113.9	98.6
32	94.2	112.4	90.6	93.5
33	95.2	104.7	86.0	97.2
34	92.1	74.0	54.4	64.8
35	96.8	.	92.7	117.9
36	99.7	101.6	95.0	102.8
37	16.5	29.0	20.5	14.9
38	93.1	104.0	88.0	98.3
39	103.0	98.7	91.0	102.2
40	45.7	37.5	32.1	55.6
41	92.6	100.4	73.4	92.2
42	106.9	100.8	100.8	104.5
43	94.3	93.4	98.2	92.4
44	105.0	100.4	96.4	111.0
45	103.2	104.5	96.8	105.8

The list continues.
No.	SMILES	SF-539	U251	SF-295	SNB-75
46	O=S(=O)(c1ccccc1)n1cc2c(c1)-c1nc(Nc3ccccc3)sc1CC2	94.3	66.5	49.1	84.4
47	O=S(=O)(Nc1ncccn1)c1ccc(Nc2nc(-c3ccccn3)cs2)cc1	93.2	98.3	127.4	88.6
48	NS(=O)(=O)c1ccc(-c2nonc2Oc2ccccc2)cc1	96.8	79.6	99.4	94.6
49	COc1cccc2nc(Nc3cccc(NC(=O)c4cc(N5CCOCC5)cc(C(F)(F)F)c4)c3)ccc12	82.0	50.6	58.4	50.1
50	C#CCOc1ccc(/C=N\Nc2nc(-c3ccc(C)cc3)cs2)cc1OC	96.4	89.3	92.4	113.9
51	Fc1ccc(-c2nc3ncccn3c2-c2nc3ccc(Cl)cc3[nH]2)cc1	94.0	87.8	.	73.1
52	O=C(CC1c2ccccc2NC(=O)N1Cc1ccccc1)Nc1ccccc1 (stereo not drawn)	104.4	97.7	92.6	106.5
53	CC1Cc2c(N(C)C)ncnc2N2CCCc3cccc1c32 (stereo not drawn)	109.2	100.2	107.7	90.6
54	O=C(c1nc2ccccc2[nH]1)C1C(c2ccc(F)cc2)C2CSCN2[C@@]12C(=O)Nc1ccccc12 (stereo partly drawn)	97.7	93.5	77.9	89.8
55	COc1ccc(S(=O)(=O)Nc2cc(/C=C\c3cc(OC)c(OC)c(OC)c3)cc(OC)c2OC)cc1	0.2*	5.4*	19.4	.
56	Cn1c2c(Cl)c(Cl)ccc2c2cn[nH]c(=O)c21	103.7	105.3	114.1	99.8
57	O=C(Nc1ccc(Br)cc1)c1ccccc1	103.7	97.6	101.0	109.2
58	Cc1ccc(C(=O)OCC(=O)Nc2ncc(Cl)c(C)c2Cl)s1	95.7	95.0	100.4	94.8
59	Nc1cc(N)c2cccnc2c1O	66.1	68.3	63.2	103.7
60	C#Cc1cccc(Nc2ncnc3cc(OCCOC)c(OCCOC)cc23)c1	81.1	68.8	84.9	71.6

No.	SNB-19	HCC-2998	PC-3	SF-268
46	83.4	87.7	66.4	80.0
47	102.4	111.9	95.6	98.7
48	.	97.8	87.6	82.9
49	74.6	76.9	36.8	59.9
50	95.2	100.6	69.6	101.9
51	91.3	95.8	60.1	100.2
52	98.5	110.4	72.7	95.3
53	102.8	107.6	84.8	101.6
54	95.9	96.9	89.1	96.3
55	57.7	17.7	6.4*	14.0
56	102.8	102.8	94.8	103.1
57	102.5	112.4	90.7	95.9
58	103.9	110.0	86.3	118.3
59	64.2	77.1	80.7	83.4
60	79.8	94.8	73.4	62.9

Later entries
No.	SMILES	SF-539	U251	SF-295	SNB-75
61	CCOc1ccc(N)c([N+](=O)[O-])c1	106.1	94.8	105.0	112.9
62	O=CN1N=C(c2ccc(F)cc2)CC1c1cccc(Nc2ccnc3cc(C(F)(F)F)ccc23)c1 (stereo not drawn)	77.5	53.2	44.2	92.0
63	CS(=O)(=O)c1nccc(-c2c(-c3cccc(OCc4ccccc4)c3)nc3sccn23)n1	90.0	89.1	100.6	97.5
64	Cc1cc2n(n1)c1cc(C)nn1c1cc(C)nn21	120.7	101.3	104.1	71.8
65	COc1ccc(Cl)cc1C(=O)NCCc1ccc(S(=O)(=O)NC(=O)NC2CCCCC2)cc1	101.9&113.4	98.7&94.3	105.3&90.2	94.0&104.3
66	CCOC1=C2C=C(c3ccc(F)cc3)C(=O)OC2Oc2ccccc21 (stereo not drawn)	98.1	97.4	91.9	132.7
67	Cc1[nH]c(C2CC(c3ccccc3)=NN2c2ccccc2)c(C)c1C(=O)O (stereo not drawn)	94.1	91.7	92.0	86.9
68	CCNC	103.3	94.3	116.4	86.8
69	COc1cccc(/C=C2\Oc3cc(OCCN4CCC(Cc5ccccc5)CC4)ccc3C2=O)c1	86.3	83.5	100.5	75.7
70	CCCNC(C)(C)COC(=O)Nc1ccccc1Cl	104.9	98.6	100.5	104.1
71	Cc1c(O)c(=O)n(-c2ccccc2)n1C	97.6	104.7	.	98.3
72	COc1cc([N+](=O)[O-])c(S(=O)(=O)O)cc1N	98.0	98.6	95.0	102.0
73	CCOC(=O)NC(C(=O)OCC)C(OCC)OCC (stereo not drawn)	.	101.0	104.2	87.0
74	CCOC(=O)/C=C1/SC(=Nc2ccc(C#N)cc2)N(Cc2ccco2)C1=O	38.1	59.8	88.8	83.3

No.	SNB-19	HCC-2998	PC-3	SF-268
61	105.2	107.5	100.7	97.5
62	63.9	76.3	41.8	51.9
63	88.6	32.4	66.2	97.0
64	93.7	99.7	98.1	104.8
65	97.9&104.1	118.2&126.3	109.7&93.2	105.0&113.3
66	109.5	100.9	84.1	92.0
67	94.9	90.1	99.3	100.1
68	98.2	94.9	95.4	98.2
69	95.0	69.1	86.7	85.8
70	102.7	102.9	98.6	107.5
71	105.5	97.3	92.0	114.4
72	110.3	97.9	87.4	105.2
73	100.9	.	98.6	105.1
74	67.1	64.7	20.2	73.2

Source: PubChem BioAssay
